Screening data deposited in PubChem BioAssay by National Center for Advancing Translational Sciences (NCATS).
HttQ103 aggreg = inhibitors of mutant huntingtin aggregate formation in PC12 cells; PC12 HttQ103-GFP aggregates, Acumen cytometry, 40 h; Potency, µM (top dose mostly 46.1 µM), without a hit: at the highest dose activity change, negative = inhibition, actives largely listed as inhibitors; actives 1.1% (n = 220,000); AID 1688; note: potency is the fitted concentration of half-maximal effect; % is set by controls: 0 for no effect and ±100 for the full control effect; nearly all actives have a fitted effect of over 60% in size
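Read-out: GFP aggregate count by laser scanning cytometer (488 nm excitation, 500-530 nm emission, 1–25 µm objects >6 SD above background). Cells: PC12, inducible HTTex1-Q103-GFP, 100 nM tebufenozide; compounds titrated.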
Luc counter = blocks Kinase-Glo luciferase, a counter-screen artifact; Q27757; Kinase-Glo luciferase, ATP luminescence, 8 min; Potency, µM (highest dose often 38.3 µM), for inactives: top-dose activity change, negative = inhibition, actives largely listed as inhibitors; actives 0.28% (n = 200,000); note: potency is the fitted concentration of half-maximal effect; % is set by controls: 0 for no effect and ±100 for the full control effect; nearly all actives have a fitted effect of over 60% in size
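Luminescence was the read-out, taken after 8-minute incubation at ambient temperature. Luciferase turned over luciferin with 10 uM ATP in imidazole pH 7.2 buffer containing KCl, MgCl2, Tween 20 and BSA.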
Epigenetic reg = epigenetic control regulation, reporter derepression | murine LDR cells, GFP reporter derepression, 30 h | Potency, µM (top dose mostly 53.9 µM), inactives show top-dose GFP activation, hits mostly activators | actives 0.2% (n = 280,000) | AID 1865; note: potency is the fitted concentration of half-maximal effect; % of control where 0% means no effect; nearly all actives have a fitted effect of over 60% in size
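Derepression of a silenced CMV-GFP reporter in murine LDR cells is scored by enumerating GFP-positive cells with a laser-scanning microplate cytometer after 30 hours of treatment at 37 C.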
IMPase Li cell = membrane-permeable IMPase blocker, potentiated with lithium | CHO-M1 cells, IP1 TR-FRET (IP-One), carbachol + lithium | Potency, µM (top dose mostly 59.4 µM), for inactives: at the highest dose activity, negative = IMPase inhibition, hits mostly inhibitors | actives 0.35% (n = 210,000);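 note: IP1 builds up when IMPase is blocked and the TR-FRET signal falls; potency is the fitted concentration of half-maximal effect; plate controls were basal vehicle for no effect and high inhibitor control for full effect; nearly all actives have a fitted effect of over 50% in size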
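CHO cells stably expressing M1 receptor (2000/well) were cultured 16–30 h, then exposed to compounds with a small lithium addition for 30 min at 37C. IP1 was measured by TR-FRET competition; AC50 from Hill fits.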
L3MBTL1 block = blocks human L3MBTL1. Q9Y468. AlphaScreen L3MBTL1–H3K9me1 peptide binding. Potency, µM (titrated, usually from 57.1 µM), for the others: at the top dose activity, negative = inhibition, usual class: inhibitors. actives 0.66% (n = 230,000); note: potency is the fitted concentration of half-maximal effect; % is set by controls: 0 for no effect and ±100 for the full control effect; nearly all actives have a fitted effect of over 60% in size
Target sequence (Q9Y468 whole entry, looked up): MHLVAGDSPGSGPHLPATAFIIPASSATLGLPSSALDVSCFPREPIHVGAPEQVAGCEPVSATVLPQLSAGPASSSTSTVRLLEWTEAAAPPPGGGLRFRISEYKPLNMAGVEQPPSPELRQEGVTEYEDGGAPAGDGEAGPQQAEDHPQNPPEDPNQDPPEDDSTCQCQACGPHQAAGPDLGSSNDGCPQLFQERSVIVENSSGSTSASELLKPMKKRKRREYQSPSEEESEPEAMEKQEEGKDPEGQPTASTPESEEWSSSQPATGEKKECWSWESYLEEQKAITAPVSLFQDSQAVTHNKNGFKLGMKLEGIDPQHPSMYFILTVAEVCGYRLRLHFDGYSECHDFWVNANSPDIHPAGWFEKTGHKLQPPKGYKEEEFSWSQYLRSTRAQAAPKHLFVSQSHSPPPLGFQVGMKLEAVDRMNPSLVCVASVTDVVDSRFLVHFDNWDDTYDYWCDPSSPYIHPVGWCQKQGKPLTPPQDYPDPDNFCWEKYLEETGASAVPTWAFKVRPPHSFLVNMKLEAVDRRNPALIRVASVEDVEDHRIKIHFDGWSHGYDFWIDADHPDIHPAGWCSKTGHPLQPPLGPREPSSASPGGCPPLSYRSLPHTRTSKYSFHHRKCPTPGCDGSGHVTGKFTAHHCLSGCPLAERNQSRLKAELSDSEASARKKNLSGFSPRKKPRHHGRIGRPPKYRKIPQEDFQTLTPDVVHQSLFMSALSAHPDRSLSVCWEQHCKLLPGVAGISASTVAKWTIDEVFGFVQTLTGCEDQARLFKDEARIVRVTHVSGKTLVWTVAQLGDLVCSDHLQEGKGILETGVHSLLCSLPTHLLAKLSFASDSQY
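First, the protein-peptide complex forms for 30 min at room temperature (L3MBTL1 50 nM, biotinylated H3K9me1 peptide 75 nM). Next, compounds are pin-transferred and incubated 30 min. Finally, AlphaScreen beads are added and read after 30 min.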
NPSR antagonist = antagonists of human neuropeptide S receptor cAMP signaling. Q6W5P4. CHO-NPSR cells, cAMP TR-FRET, antagonist mode. Potency, µM (highest dose often 38.3 µM), for inactives: at the highest dose activity change, negative = inhibition, hits mostly inhibitors. actives 1% (n = 220,000). AID 1461; note: potency is the fitted concentration of half-maximal effect; % is set by controls: 0 for no effect and ±100 for the full control effect; nearly all actives have a fitted effect of over 50% in size; many of its hits are not listed in these tables
CBFb-RUNX1 inh = CBF-beta/RUNX1 interaction disruption | Q01196+Q13951 | 230,000 tested, under 10 active | Potency, µM (highest dose often 59.8 µM), for the others: at the top dose activity, negative = inhibition, actives largely listed as inhibitors | AlphaScreen CBFb-His/RUNX1-biotin binding, biochemical; note: % of control where 0% means no effect
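Compounds were screened at multiple concentrations against a preformed CBF-beta(His)/RUNX1(biotin) complex (30 nM of each) for 15 min at room temperature, followed by 90 min with nickel and streptavidin beads and AlphaScreen reading.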
The depositor's hits bear a star; ? = inconclusive; . = no result given; & = joins results of further samples; [ ] = another dose, or the depositor's remark. Calls come from the whole dose curve; as a rule, active = well fitted curve in the direction sought with a large enough effect; inconclusive = small, poorly fitted or top-dose-only effect, or another doubt; inactive = no such curve, though single readings can be large; an effect the other way counts as inactive or inconclusive.

1) CCC(=O)NC(=S)Nc1c(C)cc(Br)cc1C
2) CCOC(=O)c1[nH]n(-c2ccc(Cl)cc2)c(=O)c1C
3) CCOc1ccc(Cn2c(=O)sc3ccccc32)cc1
4) Cc1ccc(OC(=S)Nc2ccc(O)cc2)cc1
5) Cn1cc(/C=C2\SC(=S)N(N3CCOCC3)C2=O)c2ccccc21
6) Cc1cccc(N2CN(Cc3ccco3)CNC2=S)c1
entry no. | 1 | 2 | 3 | 4 | 5 | 6
HttQ103 aggreg | -5% | -15% | -42%[9.22 µM] | 19% | 11%[9.22 µM] | 0%
Luc counter | 5% | -1% | . | -3% | . | 4%
Epigenetic reg | 1.3% | -1.1% | 0.0%&0.0% | 1.2% | 1.9% | 0.0%
IMPase Li cell | 5% | 16% | . | 1% | . | -2%
L3MBTL1 block | -5% | -8% | . | -1% | 2% | -3%
NPSR antagonist | -31% | -1% | -23% | -2%[46.1 µM] | -15% | 8%[46.1 µM]
CBFb-RUNX1 inh | -14% | -3% | 28% | -19% | 1% | 2%

7) Cn1c(-c2ccccc2)cnc1NCc1cc2c(cc1[N+](=O)[O-])OCO2
8) Cc1cc(C)nc(SCc2nnc(SCC(N)=O)o2)n1
9) COc1ccc(NC(NC(=O)c2cccnc2)C(Cl)(Cl)Cl)cc1 (stereo unspecified)
10) CNC(=O)Nc1ccc(Cn2cc(C(F)(F)F)ccc2=O)cc1
11) COc1ccc2cc(C(=O)Nc3ccc(S(N)(=O)=O)cc3)sc(=O)c2c1OC
12) COC(=O)c1cc(-c2ccc(Cl)cc2)n(-c2ccc(S(N)(=O)=O)cc2)n1
entry no. | 7 | 8 | 9 | 10 | 11 | 12
HttQ103 aggreg | -5% | -8%[9.22 µM] | -5%[9.22 µM] | -13% | 21%[9.22 µM] | 3%
Luc counter | -3% | 1% | -3% | 1% | -2% | -1%
Epigenetic reg | -1.1% | 1.9% | 0.9% | -2.4% | -2.4% | -0.5%
IMPase Li cell | 8% | 8% | 3% | 15% | 9% | -3%
L3MBTL1 block | -14% | 4% | -10% | -4% | 6% | 21%
NPSR antagonist | 18% | -8% | 2% | 6% | 7% | -42%
CBFb-RUNX1 inh | -12% | 4% | 0% | 9% | 1% | -6%

13) COC(=O)C(NC(C)=O)(Nc1ccc(Br)cn1)C(F)(F)F (stereo unspecified)
14) CN(C)c1ccc(-c2n[nH]c(=S)n2-c2ccccc2)cc1
15) O=S(Cc1ccc(Br)cc1)Cc1nnc(SCc2ccc(Cl)cc2)n1-c1ccccc1 (stereo unspecified)
16) c1ccc2c(N3CCCCC3)nc(N3CCOCC3)nc2c1
17) O=C(N/N=C\c1cn(-c2ccccc2)nc1-c1ccccc1)c1ccc2c(c1)OCO2
18) Cn1cnnc1Sc1ccc(C(=O)NCCC(c2ccccc2)c2ccccc2)cc1[N+](=O)[O-]
entry no. | 13 | 14 | 15 | 16 | 17 | 18
HttQ103 aggreg | -6%[9.22 µM] | 12% | ? | -9% | ? | -4%
Luc counter | 0% | -2% | 1% | 0% | -9% | 2%
Epigenetic reg | 1.0% | -0.2% | -1.1% | 1.1% | -0.9% | -1.8%
IMPase Li cell | 8%[38.3 µM] | -2% | 11%[38.3 µM] | 8% | 7%[38.3 µM] | 10%
L3MBTL1 block | 0% | -8% | -7% | . | -4% | -14%
NPSR antagonist | -23%[46.1 µM] | -20% | ? | -23% | -17%[46.1 µM] | -1%
CBFb-RUNX1 inh | 0% | 1% | -9% | 4% | -8% | ?

19) O=C(Nc1ccc(F)cc1)N1CCC(c2nc3c(nnn3Cc3cccc(Cl)c3)c(=O)[nH]2)CC1
20) O=C(O)C1CC=CCC1C(=O)Nc1ccc(Oc2ccc(Cl)cc2)cc1 (stereo unspecified)
21) CC[C@H]1C2=C3C(CC[C@H]4C(OCc5ccc(F)cc5C(F)(F)F)OC[C@](C)([C@@H]34)N(C(=O)OC(C)(C)C)C2)C(COC(C)=O)C1COC(C)=O (stereo partly specified)
22) CC1(C2CC(C(F)(F)F)n3nc(C(=O)O)cc3N2)CC1 (stereo unspecified)
23) Cn1nccc1C(=O)Nc1ccc(OC(=O)c2ccnn2C)cc1
24) CN(Cc1ccccc1)C(NC(=O)c1ccccc1)C(Cl)(Cl)Cl (stereo unspecified)
entry no. | 19 | 20 | 21 | 22 | 23 | 24
HttQ103 aggreg | 16% | 6% | . | 20%[9.22 µM] | -2% | 4%
Luc counter | 3% | -4% | -6% | -1% | -5% | -1%
Epigenetic reg | 1.0% | -1.0% | 8.2% | 1.0% | 0.1% | -2.2%
IMPase Li cell | -11%[38.3 µM] | 3% | 4% | -5% | 14%[38.3 µM] | 27%[38.3 µM]
L3MBTL1 block | -4% | 2% | . | 6% | . | 0%
NPSR antagonist | -12%[46.1 µM] | -18% | . | 1% | 2%[46.1 µM] | -8%[46.1 µM]
CBFb-RUNX1 inh | 2% | -13% | 1% | 8% | 1% | 4%

25) CCOc1ccc(C(O)C(CN2CCOCC2)c2ccccc2)cc1 (stereo unspecified)
26) Cn1c(SCc2nc3ccccc3c(=O)[nH]2)nnc1-c1ccco1
27) Cc1cccc(/C=C/C(=O)c2ccc(N3CCOCC3)cc2)c1
28) CC1CC(C)CN(S(=O)(=O)c2ccc(F)c(C(=O)Nc3ccc(Cl)cc3F)c2)C1 (stereo unspecified)
29) O=C(Nn1c(-c2ccc(Br)cc2)nc2ccccc2c1=O)c1cccnc1
30) COc1ccc(-n2cnc3cc(C(=O)NCCN4CCOCC4)ccc32)cc1
entry no. | 25 | 26 | 27 | 28 | 29 | 30
HttQ103 aggreg | 19% | -15% | 14% | -9% | -9% | -4%
Luc counter | -2% | -4% | 0% | -3% | 2% | 0%
Epigenetic reg | 0.0% | 0.0% | -3.2% | 1.6% | -0.3% | -4.8%
IMPase Li cell | 27%[38.3 µM] | -4% | 8% | 14%[38.3 µM] | 0% | 1%
L3MBTL1 block | -1% | 4% | -8% | . | . | .
NPSR antagonist | -3%[46.1 µM] | -10%[46.1 µM] | 5% | -1%[46.1 µM] | -12% | 16%
CBFb-RUNX1 inh | -5% | 4% | -6% | 2% | 1% | -5%

31) NNC(=O)CN1C(c2ccccc2Br)=Nc2ccc(Br)cc2C1c1ccccc1 (stereo unspecified)
32) Cc1c(NC(=O)C2CCCCN2S(=O)(=O)c2ccc(Cl)cc2)c(=O)n(-c2ccccc2)n1C (stereo unspecified)
33) COc1cccc(OC)c1C(=O)Nn1c(-c2cccc(C)c2)nc2ccccc2c1=O
34) CC(=O)Oc1ccc(C(=O)Nc2ccccc2C(=O)NCC(C)C)cc1
35) O=C(CCNc1ccccc1)c1ccc2c(c1)OCO2
36) CNC(=S)Nc1ccc([N+](=O)[O-])cc1
entry no. | 31 | 32 | 33 | 34 | 35 | 36
HttQ103 aggreg | -10% | -17% | 14% | 4% | 10% | -8%
Luc counter | 0% | -2% | 0% | -3% | 0% | 9%
Epigenetic reg | 0.0% | -0.8% | -0.2% | -1.8% | 0.8% | 1.3%
IMPase Li cell | 29% | 19%[38.3 µM] | 9% | 2% | 17%[38.3 µM] | 0%
L3MBTL1 block | ? | 2% | ? | 2% | -3% | .
NPSR antagonist | ? | -7%[46.1 µM] | 1% | 1% | -20%[46.1 µM] | 1%
CBFb-RUNX1 inh | -1% | 10% | 8% | 5% | -8% | -2%

37) CCC(C)[C@H](NC(=O)NCc1cccc(OC)c1)C(=O)O (stereo partly specified)
38) Cc1ccc(C(=O)NC(=S)Nc2ccc(CN3CCCCC3)cc2)c(C)c1
39) COc1ccc2[nH]c3c(=S)nc[nH]c3c2c1
40) COc1ccc(-c2csc(NC(=O)c3ccccc3NS(=O)(=O)c3ccc(F)c(F)c3)n2)cc1
41) COC(=O)c1ccc(CNC(=O)c2ccc(COc3ccccc3)cc2)cc1
42) CCOC(=O)C1(Cc2ccccc2)CCCN(Cc2ccccn2)C1 (stereo unspecified)
entry no. | 37 | 38 | 39 | 40 | 41 | 42
HttQ103 aggreg | -4% | -7% | 5%[9.22 µM] | 2.5µM* | -10% | 11%[9.22 µM]
Luc counter | 9% | 2% | -2% | 0% | -7% | 0%
Epigenetic reg | 16% | 0.5% | -1.1% | 2.4% | 3.3% | 7.4%
IMPase Li cell | -16%[38.3 µM] | 22% | 2.8µM* | 20% | -5% | 8%
L3MBTL1 block | 4% | -20% | -6% | -10% | 0% | -3%
NPSR antagonist | -16%[46.1 µM] | 4% | 29% | -50% | 9% | 2%
CBFb-RUNX1 inh | 9% | -8% | -2% | -5% | -6% | 2%

Grouped by structure: those above with a COOH group.
20) O=C(O)C1CC=CCC1C(=O)Nc1ccc(Oc2ccc(Cl)cc2)cc1 (stereo unspecified)
22) CC1(C2CC(C(F)(F)F)n3nc(C(=O)O)cc3N2)CC1 (stereo unspecified)
37) CCC(C)[C@H](NC(=O)NCc1cccc(OC)c1)C(=O)O (stereo partly specified)
entry no. | 20 | 22 | 37
HttQ103 aggreg | 6% | 20%[9.22 µM] | -4%
Luc counter | -4% | -1% | 9%
Epigenetic reg | -1.0% | 1.0% | 16%
IMPase Li cell | 3% | -5% | -16%[38.3 µM]
L3MBTL1 block | 2% | 6% | 4%
NPSR antagonist | -18% | 1% | -16%[46.1 µM]
CBFb-RUNX1 inh | -13% | 8% | 9%

(more compounds)
43) CC1CCc2nn(CC(=O)NCCCN3CCCC3=O)cc2C1 (stereo unspecified)
44) COc1ccc(Sc2nc(-c3ccccn3)ncc2OC)cc1
45) CC(=Nc1cc(C(=O)c2ccccc2)ccc1N)C1=C(O)CC(C)(C)CC1=O
46) CN(C)c1ccc(C2CC(=O)NC3=C2C(=O)CC(C)(C)C3)cc1 (stereo unspecified)
47) COc1ccc(CCNC(=O)CCN2C(=O)COc3ccccc32)cc1OC
48) C=CCNC(=O)NC(=O)COC(=O)c1ccccc1Sc1ccc(C(F)(F)F)cc1[N+](=O)[O-]
49) C=CCn1c(-c2ccccc2)n[nH]c1=S
50) Cc1n[nH]c(C)c1Sc1ccccc1[N+](=O)[O-]
entry no. | 43 | 44 | 45 | 46 | 47 | 48 | 49 | 50
HttQ103 aggreg | 10% | ? | -21% | 27%[9.22 µM] | 16% | 11% | 4% | -10%
Luc counter | -1% | -2% | 1% | -2% | 2% | 0% | -3% | 1%
Epigenetic reg | -4.1% | -0.3% | -2.5% | -0.5% | -13% | -2.0% | 12% | 3.9%
IMPase Li cell | 3%[38.3 µM] | 7% | 0% | 9%[38.3 µM] | 16%[38.3 µM] | 17% | -20% | -9%
L3MBTL1 block | . | 3.5µM* | . | -2% | 1% | -1% | 36%[activator] | 7%
NPSR antagonist | 1%[46.1 µM] | -12% | -27% | -16%[46.1 µM] | -9%[46.1 µM] | -12% | -13%[46.1 µM] | 11%
CBFb-RUNX1 inh | 1% | ? | -8% | 0% | 12% | -8% | 10% | 11%

A portion of the library. The share of hits here may be higher or lower than overall.
